Runt-CBFb FRET – blocks binding of human RUNX1 Runt domain to CBFb. Q01196+Q13951. Cerulean-Runt/Venus-CBFb FRET ratio 530/480, 1 h. inhibition, % at 20 µM. hit rate 0.46% among 220,000;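 active = inhibition over about 50% at 20 µM in the single-dose screen, limit read from the data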;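 also: 0% = DMSO wells and 100% = excess unlabeled CBFb competitor control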
Target sequence (Q01196 whole entry, looked up, the tested form may be a part): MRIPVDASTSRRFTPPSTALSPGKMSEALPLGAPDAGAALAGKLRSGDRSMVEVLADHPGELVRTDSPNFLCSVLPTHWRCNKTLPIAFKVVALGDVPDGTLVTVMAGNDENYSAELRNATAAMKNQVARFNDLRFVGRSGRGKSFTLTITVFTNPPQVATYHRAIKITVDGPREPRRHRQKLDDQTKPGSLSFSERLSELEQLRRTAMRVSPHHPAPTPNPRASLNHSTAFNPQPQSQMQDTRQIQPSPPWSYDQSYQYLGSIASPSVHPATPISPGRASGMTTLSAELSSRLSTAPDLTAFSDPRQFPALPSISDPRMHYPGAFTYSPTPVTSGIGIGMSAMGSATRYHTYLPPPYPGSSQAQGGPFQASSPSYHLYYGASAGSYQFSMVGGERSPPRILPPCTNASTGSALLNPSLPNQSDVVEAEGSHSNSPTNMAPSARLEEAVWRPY
Target sequence (Q13951 whole entry, looked up, the tested form may be a part): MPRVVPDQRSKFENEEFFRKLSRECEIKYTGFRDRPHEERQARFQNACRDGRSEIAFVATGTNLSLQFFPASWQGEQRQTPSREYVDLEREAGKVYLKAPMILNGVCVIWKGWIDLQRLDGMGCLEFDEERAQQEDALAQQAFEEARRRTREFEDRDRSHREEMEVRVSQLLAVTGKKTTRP
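Assay system: Cerulean-Runt domain fusion protein, energy donor; Signal: fluorescence energy transfer, 422 nm excitation, 530/480 nm emission; Timing: 1 h compound exposure, room temperature; Control set: unlabeled CBFb; Medium: Tris buffer pH 7.5 with salts and BSA; Compound: single test concentration of 20 µM, 1% DMSO final; Probe or stimulus: Venus-CBFb 100 nM.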
Tb hexokinase – blocks Trypanosoma brucei hexokinase 1 activity; hit rate 0.11% among 220,000; inhibition, % at 10 µM; recombinant TbHK1, G6PDH-coupled NADH A340;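 active = inhibition of 50% or more in the single-dose primary screen; inactive = inhibition below 50%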
p97 ATPase inh – blocks human p97 ATPase activity | P55072 | recombinant p97 ATPase, Kinase-Glo ATP luminescence, 3 h | inhibition, % at 8 µM | hit rate 0.42% among 220,000; in the data active = inhibition above about 15%;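 also: 0% = DMSO vehicle and 100% = wells lacking enzyme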
RBBP9 inh – blocks human serine hydrolase RBBP9; O75884; recombinant RBBP9, FP-Rh probe fluorescence polarization; inhibition, % at 7.94 µM; hit rate 0.2% among 220,000;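 active = inhibition above the campaign mean of all tested compounds plus 3 SD, cut at about 14% in these data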;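 also: plate controls were DMSO wells with RBBP9 for no effect and wells lacking RBBP9 protein for full effect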
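Test system – recombinant human RBBP9 · Input – RBBP9 2.5 µM in dispensing solution, pre-mixing · Medium – Tris buffer pH 8.0, NaCl, Pluronic · Schedule – preincubation 30 min plus labeling 45 min at 25 °C · Measured by – fluorescence polarization · Measure – % inhibition · Controls – DMSO and no-protein wells · Replicates – one well per compound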
Furin inh – inhibitors of human furin | P09958 | purified furin, fluorogenic substrate cleavage | inhibition, % at 30 µM | hit rate 0.061% among 220,000 | AID 463115; in the data active = inhibition above about 25%; also: inactives centre near -15
EBV gp42 block – EBV gp42 inhibition | Q1HVG2 | Fluorescence polarization binding assay, mP read-out | inhibition, % (tested at 21.74 µM) | hit rate 0.42% among 220,000; in the data active = inhibition above about 50%
Runt-SMMHC FRET – Runt domain-CBFb-SMMHC interaction inhibition; Q01196+Q13951; Cerulean-Runt/Venus-CBFb-SMMHC FRET ratio 530/480, 1 h; inhibition, % at 20 µM; hit rate 0.74% among 220,000; AID 1434;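 active = mean inhibition across duplicate retests at 20 µM reaching about 50%, limit read from the data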;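 also: 0% = DMSO wells and 100% = wells with excess untagged CBFb-SMMHC; inhibitors lower the FRET ratio by blocking Runt binding to CBFb-SMMHC; some results filed as inactive read as strong as hits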
NCF1 inh – inhibitors of human p47phox binding | hit rate 0.53% among 220,000 | inhibition, % at 24.7 µM | p47phox/p22phox peptide binding, fluorescence polarization, 2 h | P14598;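 active = inhibition above about 30%, limit read from the data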;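 also: 0% = p47phox with labelled peptide and 100% = labelled peptide alone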
Target sequence (P14598 whole entry, looked up): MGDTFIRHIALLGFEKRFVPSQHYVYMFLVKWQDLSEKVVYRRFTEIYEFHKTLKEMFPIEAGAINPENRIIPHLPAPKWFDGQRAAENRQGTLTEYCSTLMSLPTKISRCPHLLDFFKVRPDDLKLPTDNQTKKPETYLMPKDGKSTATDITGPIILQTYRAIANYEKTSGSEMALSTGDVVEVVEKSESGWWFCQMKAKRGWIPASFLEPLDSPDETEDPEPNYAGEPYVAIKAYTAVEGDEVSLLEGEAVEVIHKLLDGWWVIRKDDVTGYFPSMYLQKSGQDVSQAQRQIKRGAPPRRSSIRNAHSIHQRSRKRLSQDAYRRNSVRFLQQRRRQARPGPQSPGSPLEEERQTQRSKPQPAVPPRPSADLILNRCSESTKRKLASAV
Calpain2 inh – blocks pig calpain II enzyme activity; inhibition, % at 16 µM; AID 1236; hit rate 0.37% among 220,000; purified calpain II, fluorogenic peptide substrate, 30 min;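 active = inhibition above about 50%, limit read from the data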
The depositor's hits bear a star; i = inactive; . = not tested or not shown; & = joins results of further samples; [ ] = remark or other dose.

Molecule,Runt-CBFb FRET,Tb hexokinase,p97 ATPase inh,RBBP9 inh,Furin inh,EBV gp42 block,Runt-SMMHC FRET,NCF1 inh,Calpain2 inh
O=C(Cn1c(-c2ccccc2)noc1=O)Nc1ccc(S(=O)(=O)N2CCOCC2)cc1,2,5,-6,-6,-3,6,16,-6,-14
CCOc1ccc(C2C(C(=O)O)CCC(=O)N2C2CCCCC2)cc1 (stereo not given),-3,4,-3,-6,0,-9,-1,-2,9
O=C(CSc1ncc(-c2ccc(F)cc2)[nH]1)Nc1cccc(O)c1,1,8,3,-9,-24,6,4,-13,-32
CC(C)N1CCN(Cc2cccn2-c2ccccn2)CC1CCO (stereo not given),-1,-2,-1,-1,-26,-8,2,-5,-11
CCCN1CCN(CCCNC(=S)Nc2ccc(OC)cc2)CC1,0,15,0,0,-2,-5,-4,-10,9
Clc1nc(Nc2ccccc2)nc(Nc2ccccc2)n1,2,1,6,-6,-25,6,0,-8,3
CCOc1cc(/C=N/NC(=O)c2cccs2)ccc1OC(=O)N1CCOCC1,-2,12,0,6,5,-11,-1,-15,3
O=C(NC1CCCCC1)N(Cc1nc2ccccc2c(=O)[nH]1)C1CCCC1,-1,5,-2,4,-13,-18,-1,31*,7
Cc1ccc(S(=O)(=O)N(C)CC(=O)NC2CC(C)(C)NC(C)(C)C2)cc1,-2,1,5,0,-21[20 µM],-11,1,-8,7
CC(=O)c1c(COC(=O)c2ccccc2Cl)nc2ccccc2[n+]1[O-],-2,-27,2,-11,-23,-14,-1,-3,7
O=C(COc1cccnc1[N+](=O)[O-])NCCc1ccccc1,-2,-8,0,-5,-18,-14,-1,0,-13
Clc1ccc(Oc2ncnc3oc(-c4ccccc4)cc23)cc1,1,-6,4,-4,-14[20 µM],-29,-2,-12,-36
CC(C)CC(=O)Nc1ccc(OCC(=O)O)cc1,0,2,7,-8,-19,9,1,2,32
Cc1ccc(OCc2nc(-c3ccccc3)no2)c(C)c1,-2,4,1,-5,-14,-5,0,4,23
CC(=O)c1ccc(C(=O)N2CCCC(C(=O)c3cc(F)ccc3F)C2)s1 (stereo not given),-2,-5,-1,-4,-18,8,3,3,-6
CC1=CC(C)(C)Nc2ccc(OC(=O)c3cccnc3)cc21,3,-4,4,-6,-28,-5,-1,4,i
CCC/C=C(\CCC)C(NS(=O)(=O)c1ccc(C(F)(F)F)cc1)c1ccccc1 (stereo not given),-2,12,-1,-15,4,1,-5,-7,15
COCCCNS(=O)(=O)c1ccc(OC)c(Cl)c1Cl,1,4,-1,-12,-19[20 µM],-20,1,-5,3
CC(Cc1cccs1)NC(=O)Nc1ccc(Cl)cc1 (stereo not given),1,-5,6,1,-8[20 µM],-6,-1,-14,-19
COc1cc(C)c2occ(/C(C)=N\O)c2c1,-2,8,4,0,-4,-12,0,-9,-4
NC(=S)c1c(Cl)cc(C(F)(F)F)cc1Cl,0,-1,8,-13,-19,-4,3,-2,-9
CC(C)c1ccc(NC(=O)C2C3C=CC4(CN(Cc5cccnc5)C(=O)C24)O3)cc1 (stereo not given),-1,-3,0,-11,-29,-8,-1,-6,-15
COc1cc(/C=N/NC(N)=S)ccc1OCC(=O)Nc1ccc(C)cc1,3,-2,9,-3,-19[20 µM],-12,-2,-7,-30
Clc1ccc(-c2nnc(C34CC5CC(CC(C5)C3)C4)o2)cn1,-1,0,-2,-4,-9[20 µM],-8,1,-3,5
CC[N+](C)(C)c1cccc(O)c1,0,11,6,0,-15,-6,3,-5,-2
CCNC(=O)CCn1nc(-c2ccc(Cl)cc2)c2ccccc2c1=O,1,-6,3,-8,-14,-17,0,-12,-10
O=c1cc(CN2CCN(C/C=C/c3ccccc3)CC2)c2cc(O)c(-c3ccccc3)cc2o1,-17,-3,7,-5,-7,-13,-36,-6,-2
Cc1cc([N+](=O)[O-])ccc1NCc1ccc2ccccc2c1,0,2,2,-4,-7[20 µM],-20,-5,-5,25
COc1cc(C(=O)NC(CCSC)C(=O)OCc2cc([N+](=O)[O-])cc3c2OCOC3)cc(OC)c1OC (stereo not given),-8,-8,-1,2,-27,-23,-1,-1,0
CC1(C)CN(c2ccc(N3CC(C)(C)C3=O)cc2)C1=O,-7,-4,0,5,-20,-24,0,-6,-7
NNC(=O)/C(=C/c1cccs1)NC(=O)c1ccccc1Cl,-1,-14,5,-1,-22,-9,0,-10,-23
Cc1ccc(N=C2NC(=O)/C(=C/c3cccs3)S2)cc1C,-14,-9,1,-4,-13,-80,-27,-131,-16
N#C/C(=C\c1ccc(-c2ccccc2)cc1)c1nc(-c2ccco2)cs1,-4,-2,5,-7,-11,-19,-4,-53,-4
COCCOC(=O)C1=C(C)NC2=C(C(=O)CC(C)(C)C2)C1c1cc2c(cc1Br)OCO2 (stereo not given),4,-9,4,4,-24,.,24,.,.
CCc1ccc(C(=O)COc2ccc(NC(C)=O)cc2)cc1,0,-1,0,-4,-6[20 µM],-9,0,-12,-8
CC(NC(=O)c1ccc(F)cc1)C(c1cccs1)N1CCN(C)CC1 (stereo not given),0,4,2,1,-33[20 µM],-8,-8,-21,-13
CC(C)(C)C(=O)NNC(=O)c1cc2sccc2s1,-1,-7,13,0,-8,-10,-6,-4,4
CCc1cc(/C(Cc2cscn2)=N\O)c(O)cc1O,2,-8,-4,3,-3[20 µM],0,0,-1,17
O=C1NC(Cc2c[nH]c3ccccc23)C(=O)N1Cc1ccc(CN2C(=O)NC(Cc3c[nH]c4ccccc34)C2=O)cc1 (stereo not given),1,-6,4,-2,-13,4,-6,-8,-77
CCOC(=O)CSc1nnnn1-c1cccc2ccccc12,-2,4,-4,-6,-13[20 µM],-2,-1,-4,17
CC(=O)Nc1cc(C(=O)N2CCCC2)ccc1Sc1ccc(C)cc1,0,3,-5,-13,-15[20 µM],-4,-1,-2,12
COc1ccc(/C=C/C(=O)c2cc(Cl)cc(Cl)c2O)c(OC)c1,-3,2,3,1,-14,-3,2,-10,-25
O=C(Cc1ccccc1)Nc1cc(Cl)ccc1Sc1ccccc1,-5,41,-6,-11,7,7,0,2,20
O=C(NCCCn1ccnc1)c1cc(-c2ccc3c(c2)OCO3)on1,-1,-7,0,-9,-19[20 µM],-8,2,-1,7
CCC1=NN(C(=O)c2ccccc2Br)C(O)(c2ccc(Br)cc2)C1 (stereo not given),0,4,0,-2,-25,-6,1,-14,-5
Cc1ccc(/C=N/n2c(C)nc3ccccc3c2=O)s1,2,-25,-2,-5,-12,3,0,-3,-2
Brc1ccc(-c2nnc3n2CCCCC3)cc1,1,-5,-6,-13,-11[20 µM],7,2,0,2
O=C(c1ccc(O)cc1)c1ccc(C(=O)c2ccc(O)cc2)cc1,2&1,-15&-22,11&3,-5&-7,-13,7&-6,-1&0,9&-13,-6&-19

Record cards (already shown). Screens in order: Runt-CBFb FRET, Tb hexokinase, p97 ATPase inh, RBBP9 inh, Furin inh, EBV gp42 block, Runt-SMMHC FRET, NCF1 inh, Calpain2 inh
`CCOC(=O)CSc1nnnn1-c1cccc2ccccc12` is listed with -2, 4, -4, -6, -13[20 µM], -2, -1, -4, 17
`CCc1cc(/C(Cc2cscn2)=N\O)c(O)cc1O` is listed with 2, -8, -4, 3, -3[20 µM], 0, 0, -1, 17

Later entries.
Molecule,Runt-CBFb FRET,Tb hexokinase,p97 ATPase inh,RBBP9 inh,Furin inh,EBV gp42 block,Runt-SMMHC FRET,NCF1 inh,Calpain2 inh
CC(NC(=O)c1cccnc1)C(c1cccs1)N1CCN(C)CC1 (stereo not given),1,-4,-4,5,-16,-10,-2,-4,-24
COc1ccc(N(C)S(=O)(=O)c2cccc(C(=O)Nc3ccc(OC)nc3)c2)cc1,0,0,-1,-3,-12,1,4,-13,14
N#C/C(=C(/O)COC(=O)Cc1c[nH]c2ccccc12)c1nc2ccccc2[nH]1,6,-6,8,-5,1,3,13,-23,-110
CNc1nc2cccnc2s1,0,6,0,-6,-19,-7,0,2,-3
O=C(OCCOc1ccc(Br)cc1)c1ccc(Cl)nc1,-1,6,-7,-6,-27,-4,1,-7,32
O=C(c1ccc2c(c1)OCO2)N1CCCC1,0,5,2,-6,-19[20 µM],-10,-2,-11,-19
O=C(CSc1ccccc1)NC1=NCCS1,-1,-10,6,-11,-27,-11,1,-9,-15
CC(C)c1nc(N2CCOCC2)c(C#N)c2c1CCCC2,-1,2,-9,-6,-23,17,-3,-16,-265
CCc1nnc(NC(=O)CSc2nnc(CSc3nc(C)cc(C)n3)n2CC)s1,.,0,-5,-12,-7[20 µM],.,.,.,.
Cc1cc(C)n(-c2nncc(-c3ccccc3)n2)n1,-2,-15,-3,-1,-12,-10,0,-3,24
CCN(CC)S(=O)(=O)c1cc(NC(=O)Cc2n[nH]c(=O)c3ccccc23)ccc1C,-2,-11,2,-5,-20,-3,0,-6,-13
O=C(CNC(=O)c1ccccc1)NC1(C(=O)NC2CCCCC2)CCCCC1,3,-7,-1,-10,-20,1,2,-6,-5
CC(=O)N1N=C(c2ccc(Br)cc2)OC1(C)CC(=O)Nc1ccccc1 (stereo not given),0,-2,-1,-5,-15,-19,1,-9,-14
O=C(Oc1cccc(NC(=O)c2cccs2)c1)c1cccc(S(=O)(=O)N2CCCC2)c1,2,16,9,-49,-3,-29,5,-3,2
O=C(CSc1nc(O)c(C2CCCCC2)c(=O)[nH]1)NCC1CCCO1 (stereo not given),.,3,2,-3,-10,-11,.,5,-14
O=C(NC(=O)c1ccccc1)OCC1CCCN2CCCCC12 (stereo not given),1,-1,-4,-1,-19,-20,2,-13,-15
CC(C)c1ccc(/C=N/Nc2cc(N3CCOCC3)nc(N3CCOCC3)n2)cc1,-7,-17,5,-4,-2,-1,0,-7,-31
CC(=O)NC1C(=O)N=C(SCc2ccccc2)NC1=O (stereo not given),1,-5,2,4,-21[20 µM],6,0,-24,-30
COC(=O)c1[nH]c2ccc(C)cc2c1NC(=O)c1ccccc1[N+](=O)[O-],0,-1,5,-8,-24,-9,3,-5,-15
Cc1nc2ccc(S(=O)(=O)NCC(=O)N3CCC(C)CC3)cc2s1,1,5,2,-9,-19,0,1,4,9
Cc1cc(Br)cc2c1NC(=O)C2(c1c(C)n(C)n(-c2ccccc2)c1=O)c1c(C)n(C)n(-c2ccccc2)c1=O,0,-7,-2,-7,-18[20 µM],-7,2,-9,-36
O=C(Nc1nnc(-c2ccccc2SCc2ccccc2)s1)Nc1ccccc1F,0,15,-8,-9,-5[20 µM],-10,2,-12,-12
CO/N=C/c1ccc(OC)c(Oc2nc(OC)cc(OC)n2)c1,-2,-1,7,5,0,-10,2,10,1
CC1CN(CC(=O)Nc2cccc(C(=O)Nc3cccc(C(F)(F)F)c3)c2)CC(C)O1 (stereo not given),-10,-6,0,-7,-16[20 µM],16,-7,-4,-30
COc1ccc(CNC(=O)Cn2ncn3cccc3c2=O)cc1,0,-1,6,-9,-29,-2,-7,-1,1
COc1ccc2oc(-c3ccco3)cc(=O)c2c1,2,-43,-2,-6,-27,-6,-5,2,-367

High-throughput results as filed in PubChem.
